Bioassay records from PubChem BioAssay.
Kir21 inh: blocks the mouse Kir2.1 inward-rectifier potassium channel. P35561. HEK293-Kir2.1, FluxOR thallium flux fluorescence; active compounds read low. B-score at 10 µM. actives 0.85% (n = 310,000);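 active = fluorescence ratio B-score at or below minus 3 SD of library scores, with starting-brightness B-score within 2 SD, cut at about -4.2 in these data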;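 note: channel flux triggered by added potassium and thallium sulfate stimulus; B-score of peak minus minimum fluorescence over baseline after thallium stimulus; more negative B-score means stronger Kir2.1 block with less thallium influx; some compounds called inactive have numbers as strong as hits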
KCNQ2 inh: KCNQ2 channel blockers in CHO-K1 cells – cell-based, FluxOR thallium flux, B-score, primary screen (AID 2156). O88943. 20 min; active compounds read low. B-score at 10 µM. actives 1.1% (n = 310,000);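 active = fluorescence ratio B-score at most minus 3 library SDs, with starting brightness B-score within 2 library SDs, cut at about -5.5 in these data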
Target sequence (O88943 whole entry, looked up): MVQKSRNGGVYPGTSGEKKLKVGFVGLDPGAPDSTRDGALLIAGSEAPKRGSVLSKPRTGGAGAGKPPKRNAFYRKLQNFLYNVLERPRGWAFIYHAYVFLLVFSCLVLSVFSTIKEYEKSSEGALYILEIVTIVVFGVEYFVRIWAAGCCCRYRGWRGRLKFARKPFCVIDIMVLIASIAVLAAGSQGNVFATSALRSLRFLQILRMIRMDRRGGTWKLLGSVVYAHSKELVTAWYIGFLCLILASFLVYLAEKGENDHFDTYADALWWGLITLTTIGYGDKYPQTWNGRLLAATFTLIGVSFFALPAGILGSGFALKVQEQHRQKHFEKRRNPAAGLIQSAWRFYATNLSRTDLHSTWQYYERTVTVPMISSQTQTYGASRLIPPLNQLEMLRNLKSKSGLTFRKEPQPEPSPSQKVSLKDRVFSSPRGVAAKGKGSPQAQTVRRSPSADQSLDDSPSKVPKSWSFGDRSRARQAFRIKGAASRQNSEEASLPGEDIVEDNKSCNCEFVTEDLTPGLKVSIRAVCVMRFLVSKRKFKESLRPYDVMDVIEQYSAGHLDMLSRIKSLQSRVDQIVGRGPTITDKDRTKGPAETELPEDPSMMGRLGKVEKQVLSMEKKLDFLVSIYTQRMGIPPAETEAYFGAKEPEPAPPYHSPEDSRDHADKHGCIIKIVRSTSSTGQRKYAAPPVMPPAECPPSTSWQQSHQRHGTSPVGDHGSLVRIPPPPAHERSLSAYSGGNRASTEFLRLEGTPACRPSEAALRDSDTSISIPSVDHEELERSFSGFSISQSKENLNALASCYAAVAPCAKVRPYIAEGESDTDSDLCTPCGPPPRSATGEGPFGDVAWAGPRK
* marks the source's active call; other numbers are inactive results; i = inactive.

SMILES	Kir21 inh	KCNQ2 inh
CN(C)C(=O)Oc1cccc([N+](C)(C)C)c1	0.19	i
Cn1cc(CNCc2ccc(-n3cccn3)cc2)c(-c2ccccc2F)n1	-0.2	i
C[N+]1(C2CCC3CCCC2C3O)CCCC1 (stereo not given)	-1.62	i
CC(=O)N(/N=C/c1ccc([N+](=O)[O-])o1)c1nc2ccccc2c(=O)n1-c1ccccc1	0.75	i
COc1ccc(CN(C(=O)CN2C(=O)c3ccccc3S2(=O)=O)C(C(=O)NCC2CCCO2)c2ccncc2)cc1 (stereo not given)	0.03	i
COC(=O)c1ccc(-c2cc(C(=O)O)c3cc4c(cc3n2)OCCO4)cc1	0.5	i
Cc1cc2ncc(S(=O)(=O)C(C)(C)C)c(N)n2n1	0.16	i
Cc1ccccc1C(=O)NC(=S)NCc1ccccc1	1.84	i
Cc1c(S(=O)(=O)Nc2ccc3c(c2)OCCO3)c(=O)n(C)c(=O)n1C	-0.65	i
CCCCCc1c(C)nc(N2CCc3ccccc3C2)[nH]c1=O	0.4	i
CC(=O)Nc1ccc(S(=O)(=O)NCC(=O)OCC(=O)NCc2ccco2)cc1	-1.05	i
COc1cc(=O)n(C)c2c(OCC3OC(C)(C)OC3(C)C)cccc12 (stereo not given)	-0.1	i
COc1ccc(S(=O)(=O)NCCNC(=O)N2CCOCC2)cc1	1.78	i
CC(C)CN1C(=O)NC2(CCCc3ccccc32)C1=O (stereo not given)	-1.28	i
O=C(NCC(=O)N1CC(O)CC1C(=O)N1CCCC1C(=O)OCc1ccccc1)OCc1ccccc1 (stereo not given)	-1.3	i
O=C(Cc1ccccc1)N/N=C/C=C/c1cccc([N+](=O)[O-])c1	0.65	i
Cc1sc(-c2ccccn2)nc1OC(=O)c1ccc(Cl)c(Cl)c1	0.59	i
Cc1ccc(C(=O)Nc2ccc(NC(=O)c3cccs3)cc2)c(C)c1	-2.3	i
CC(=O)Nn1cc2c(c1-c1ccccc1)c(=O)n(C)c(=O)n2C	-0.31	i
CCOC(=O)C1CCCN(C/C(O)=C(\C#N)c2nc(-c3ccc(Cl)cc3)cs2)C1 (stereo not given)	-0.08	i
C#CC(=O)N(c1ccc(OC)c(OC)c1)C(C(=O)NC1CCCC1)c1cccs1 (stereo not given)	-2.9	i
CCCCn1c(N)c(N(CC)C(=O)c2ccc3c(c2)S(=O)(=O)c2ccccc2C3=O)c(=O)[nH]c1=O	0.69	i
C/C=C/CSc1nc2c(c(=O)[nH]c(=O)n2C)n1Cc1ccc(C)cc1	-0.67	i
COCCNC(=O)C1CCC(CNS(=O)(=O)c2ccc3c(c2)CC(C)N3C(=O)C2CC2)CC1 (stereo not given)	-2.03	i
Cc1ccc(S(=O)(=O)N2CCN(C(=O)COC(=O)CSc3ccccc3)CC2)c(C)c1	-0.91	i
(more compounds)
SMILES	Kir21 inh	KCNQ2 inh
COC/C=C/C1=CC2=CC(=O)C(C)(OC(=O)c3cnc4ccccc4n3)C(=O)C2=CN1CCc1c[nH]c2ccccc12 (stereo not given)	-0.2	i
O=C(NCC(c1ccc(F)cc1)N1CCOCC1)c1cccnc1Sc1ccc(Cl)cc1 (stereo not given)	-0.89	i
O=C(NC1CCCc2ccccc21)N[C@@H](Cc1ccccc1)C(=O)O (stereo not given in full)	-0.19	i
Cc1ccc(S(=O)(=O)N2CCCN(S(=O)(=O)C3CCS(=O)(=O)C3)CC2)cc1 (stereo not given)	0.84	i
Cc1ccc(-n2nc3c(=O)n(CC(=O)NC4CCCCCC4)nc(C)c3c2C)cc1	-0.21	i
Cc1cc(C)c2c(N)c(C(=O)C(C)(C)C)sc2n1	1.11	i
Cn1c(SCc2n[nH]c(=S)o2)nnc1-c1ccccc1	1.69	i
CCOC(=O)CSc1nc2sc(C)c(C)c2c(=O)[nH]1	0.64	i
CCOC(=O)C1=C(CSc2nc(CC)c(C)cc2C#N)OC(N)=C(C#N)C1c1ccccc1 (stereo not given)	0.45	i
CCOc1ccc(NS(=O)(=O)c2ccc(NS(=O)(=O)c3ccccc3)cc2)cc1	-0.51	i
CCC(NC(=O)c1cc(COc2ccc(F)cc2Cl)on1)c1ccncc1 (stereo not given)	1.14	i
O=C(NCc1ccco1)c1cc2nc(C3CC3)cc(C(F)(F)F)n2n1	-2.67	i
CCOC(=O)c1ccccc1NC(=O)Cc1ccccc1OC	-3.69	i
Fc1cccc(Cc2noc(CN3CCN(c4cnccn4)CC3)n2)c1	1.75	i
CC(=O)OC(C(=O)NCc1ccco1)c1ccncc1 (stereo not given)	0.15	i
CC(C)N(C(=O)c1ccccc1-c1ccccc1)C(C)C	-0.03	i
COc1cccc(-n2c(Cc3cc(=O)[nH]c(=O)[nH]3)nnc2SCc2cccnc2)c1	0.03	i
O=C(NC1CCCCCCC1)c1cc(F)c(F)cc1Cl	-0.1	i
CCOC(=O)C1(Cc2cccc(Cl)c2)CCCN(CCO)C1 (stereo not given)	1.14	i
Cc1nnc(SCC(=O)N(C)CC(=O)Nc2ccccc2Cl)s1	-0.1	i
S=C(NCc1cccc(Cl)c1)NC1CCCCC1	-1.98	i
CCc1ccccc1NC(=O)CCC(=O)OCC(=O)c1ccc(-c2ccccc2)cc1	-0.01	i
Cc1ccc(-n2cc(CN3CCN(c4ccccn4)CC3)c(-c3ccc(F)cc3)n2)cc1	1.2	i
CCOc1ccccc1CN1CCN(Cc2cc3ccccc3[nH]2)CC1CCO (stereo not given)	-2.94	i
CCCCN(C)CCn1c(=S)[nH]c2ncccc2c1=O	0.06	i
(next part)
SMILES	Kir21 inh	KCNQ2 inh
CCN(CC)S(=O)(=O)c1cc(-c2nn(C)c(=O)c3ccccc23)ccc1C	-0.12	i
CN1CCCC(OC(=O)c2cc(F)c(F)c(F)c2F)C1 (stereo not given)	0	i
O=C(COc1ccccc1)NCCSc1ccccc1	0.21	i
O=C(CN1C(=O)C2C3C=CC(C3)C2C1=O)OCC(=O)c1ccc(Br)cc1 (stereo not given)	-2.59	i
COc1ccc(N=C2NC(=O)/C(=C/C=C/c3ccccc3)S2)cc1	0	i
CCn1ncc(/C=N/O)c1C	1.21	i
CS(=O)(=O)c1cccc(S(=O)(=O)N2CCN(c3ccccn3)CC2)c1	0.26	i
CC(C)Oc1cccc(C(=O)C2CCCN(S(=O)(=O)C(C)C)C2)c1 (stereo not given)	-0.68	i
O=C(c1cccc(Cl)c1)N1CCCc2ccccc21	-2.39	i
O=C(NCC(c1ccco1)N1CCc2ccccc2C1)c1ccc([N+](=O)[O-])cc1 (stereo not given)	-0.39	i
COc1ccc(CSc2ccc(-c3nc4ccccn4c3NCc3ccccc3)cc2OC)cc1	-1.17	i
O=C(CC1SC(=Nc2cccc3ccccc23)N(Cc2ccccn2)C1=O)Nc1ccccc1Br (stereo not given)	-0.35	i
CCCCC(CC)C(=O)Nc1cccc(SC)c1 (stereo not given)	-1.14	i
CCN(CC(=O)Nc1ccc(NC(C)=O)cc1)C(=O)COc1ccc2ccccc2c1	0	i
CCOc1cc(/C=N/O)ccc1OS(=O)(=O)c1ccc(C)cc1	-7.52*	i
C#CCn1c(O)c(N=NC(=O)CNC(=O)c2cccnc2)c2ccccc21	1.5	i
Cc1ccc(OCC(=O)NC(C)c2ccc(Cl)c(Cl)c2)c([N+](=O)[O-])n1 (stereo not given)	-3.56	i
COc1ccc(N2CCN(C(=O)c3nc4nc(C)cc(C)n4n3)CC2)cc1	1.13	i
COc1ccc(N(C(=O)c2snc(C(N)=O)c2N)C(C(=O)NC2CCCCC2)c2ccc(F)cc2)c(OC)c1 (stereo not given)	-0.52	i
CCN1CCN(Cc2ccc(NC(=O)Nc3cccs3)cc2)CC1	-0.6	i
CN(C)CCCN(C(=O)CCOc1ccccc1)c1nc2c(F)cccc2s1	-0.23	i
Cc1cc(NC(=O)C2CC(c3ccc(Cl)cc3)=NO2)no1 (stereo not given)	-0.39	i
N#Cc1ccc(NC(=S)Nc2ccccc2)cc1	-0.08	i
C=CCNC(NC(=O)c1ccccc1)(C(=O)OCC)C(F)(F)F (stereo not given)	0.76	i
Nc1nnc(SCC(=O)c2ccc3c(c2)NC(=O)CO3)s1	0.6	i
Going on with the list:
SMILES	Kir21 inh	KCNQ2 inh
CCOC(=O)CSc1nc(C)c2cccc(C)c2n1	-1.77	i
O=C(NC1CC1)C1CCN(C2CCN(C(=O)/C=C/c3cccc(F)c3F)CC2)CC1	-0.29	i
CCN(CC)CCCSc1nc2ccccc2s1	1.3	i
CC1(C)CC(=O)C(C#N)=C(NCCCO)C1	-0.42	i
COC(=O)c1c(C)oc2ccc(N(C(=O)Oc3ccccc3)S(=O)(=O)c3ccccc3)cc12	0	i
C/C(=N\Nc1nc(-c2ccccc2O)nc2ccccc12)c1ccccc1	0.05	i
CS(=O)(=O)c1ccc(CNC(=O)C2(C(F)(F)F)CC(CCCO)CCCO2)cc1 (stereo not given)	0	i
CN(CC(=O)NCCc1ccccc1)S(=O)(=O)c1cccs1	0.77	i
Cc1cc2c(NC(=O)Nc3ccc(C(F)(F)F)cc3)cccc2nn1	1.01	i
COc1ccc(CNc2ncnc3cc(OC)c(OC)cc23)cc1	0.52	i
Nc1cccc(CCc2ccncc2)c1	0.04	i
O=C1CN(C(=O)CNCc2ccc(Cl)cc2)c2ccccc2N1	-0.13	i
COC(=O)CSc1nc(C)cc(C(F)(F)F)c1C#N	-0.98	i
CCCCNC(=O)/C=C/c1ccc(OC)c(Br)c1	0.77	i
Cc1nc(SCc2ccc([N+](=O)[O-])cc2)n[nH]1	0.04	i
CC(C)CCNC(=O)c1onc(CSc2ccccc2)c1C(=O)NCCC(C)C	-0.77	i
COc1ccccc1OCCCC(=O)Nc1ccc([N+](=O)[O-])cc1Br	0.14	i
CCCc1nc2ccccc2c(C(=O)OCC(=O)c2ccc3c(c2)NC(=O)CO3)c1CC	1.47	i
CC1CC(C)CN(CCCNC(=O)c2cn(C)c3ccc(S(=O)(=O)N4CCCC4)cc3c2=O)C1 (stereo not given)	1.28	i
COc1ccc(C(C(O)C(=O)c2c[nH]c3ccccc23)N2CCN(c3ccccc3)CC2)cc1 (stereo not given)	0.63	i
COc1cccc(C(=O)Nc2ccc(S(=O)(=O)N3CCN(C)CC3)cc2)c1	-1.3	i
Cc1cnc(C(=O)N2CCN(c3ccc(C(F)(F)F)cn3)CC2)cn1	0.94	i
COC(=O)c1sccc1NC(=O)COc1ccccc1Cl	1.65	i
Cc1ccc(CN2CCN(C(=O)CCc3ccccc3)CC2)cc1	0.28	i
Cn1cc(CN2CCC(n3nccc3NC(=O)Cc3ccccc3)CC2)cn1	0.16	i
Next results follow:
SMILES	Kir21 inh	KCNQ2 inh
COc1ccc(C(=O)NC(=S)N2CCOCC2)cc1[N+](=O)[O-]	0.78	i
COc1ccc(NC(=O)c2cc(CC(C)C)nc3ccccc23)cc1	-0.31	i
O=C1C=C(NCc2ccco2)CC(c2ccc(Cl)cc2)C1 (stereo not given)	-0.05	i
COc1ccc2sc(SCCCS(=O)(=O)O)[n+](CCCS(=O)(=O)[O-])c2c1	0.99	i
C=C(C)C1Cc2c(C)nn(-c3ccccn3)c2C1 (stereo not given)	-0.17	i
O=C(C[n+]1cccc(/C=N/O)c1)N1CCCCCC1	-2.47	i
COC(=O)NCC(C)OC(=O)Nc1ccc(Cl)cc1 (stereo not given)	-0.42	i
CCOC(=O)Nc1sc2c(c1C(=O)OCC)CCC2	-1.72	i
N/C(CSc1ccc(Cl)cc1)=N\NC(=O)c1ccncc1	0.09	i
COc1ccccc1N1CCN(c2ccc3cc(S(=O)(=O)N4CCCCC4)ccc3n2)CC1	-0.02	-5.56*
O=C(/C=C/c1ccc2c(c1)OCO2)NCc1ccc(F)cc1	-0.53	i
Cc1ccc(-c2nc(SCC(=O)NCC3CCCO3)c(-c3ccc(C)cc3)[nH]2)cc1 (stereo not given)	0.05	i
O=C(/C=C\Nc1ccc2c(c1)OCO2)c1ccc(Cl)s1	-2.16	i
O=C(Nc1cccc(S(=O)(=O)N2CCCCC2)c1)c1ccc(S(=O)(=O)C(F)F)cc1	0.01	i
COc1ccc(-c2nc(CS(=O)CC(=O)NCc3ccc(F)cc3)c(C)o2)cc1 (stereo not given)	-0.1	i
C=CCn1c(SCC(=O)Nc2ccc(Br)cc2)nc(O)c(CC)c1=O	1.47	i

Random draw from the library; overall some 1.9% were active at least once.
